From PubChem BioAssay
GLD-1 TGE inh: GLD-1-TGE RNA interaction inhibition (C. elegans) | Q17339 | purified GLD-1 + fluorescein TGE RNA, fluorescence polarization | inhibition, % at 5.96 µM | actives 0.44% (n = 320,000);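 active means percent inhibition above a per-plate cutoff, the plate mean of test compounds plus 3 SD, cut at about 30% in these data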;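 further: 0% = DMSO wells with GLD-1 and probe and 100% = wells lacking GLD-1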
Target sequence (Q17339 whole entry, looked up): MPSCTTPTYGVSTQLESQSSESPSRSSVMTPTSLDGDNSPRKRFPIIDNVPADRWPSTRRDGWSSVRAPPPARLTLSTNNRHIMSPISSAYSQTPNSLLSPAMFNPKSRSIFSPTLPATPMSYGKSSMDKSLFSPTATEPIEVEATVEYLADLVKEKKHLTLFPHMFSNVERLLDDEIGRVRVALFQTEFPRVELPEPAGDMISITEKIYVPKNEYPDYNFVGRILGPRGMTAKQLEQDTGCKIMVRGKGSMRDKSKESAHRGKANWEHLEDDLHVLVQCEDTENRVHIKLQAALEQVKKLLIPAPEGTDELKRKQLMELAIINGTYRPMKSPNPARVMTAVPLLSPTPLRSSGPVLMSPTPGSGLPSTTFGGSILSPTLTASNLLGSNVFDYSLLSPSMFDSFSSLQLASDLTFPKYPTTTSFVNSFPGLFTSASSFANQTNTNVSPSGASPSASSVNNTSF
Fam108B inh: counter-screen for RBBP9 inhibitors: inhibitors of mouse Fam108B. AID 1947. actives 0.33% (n = 300,000). recombinant Fam108B, FP-Rh probe fluorescence polarization. inhibition, % at 9.51 µM;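 active means inhibition above the screen mean inhibition plus 3 SD, computed separately per campaign, cut at about 18% in these data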;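 further: inhibitors lower polarization as less probe binds the enzyme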
PAD4 inh: PAD4 (human) enzyme inhibition; Q9UM07; recombinant PAD4, RCA probe fluorescence polarization; inhibition, % at 6.36 µM; actives 0.41% (n = 330,000); AID 485272;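 active means percent inhibition above a cutoff equal to the mean of all tested compounds plus 3 SD, cut at about 15% in these data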;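 further: 0% = PAD4 with RCA probe and DMSO and 100% = probe without PAD4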
MCL1 BIM primary: disrupts human MCL1 binding to BIM-BH3 peptide. Q07820. GST-MCL1 / FITC-Bim-BH3 fluorescence polarization. inhibition, % at 10.9 µM. actives 0.68% (n = 320,000). AID 2057;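 active means inhibition above the mean inhibition of all tested compounds plus 3 SD, set per campaign, cut at about 40% in these data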;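 further: 0% = DMSO wells and 100% = unlabeled Bim-BH3 peptide control; higher means more loss of mP so more displacement of Bim peptide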
MEX-5 binding: C. elegans MEX-5 TCR-2 RNA binding activity; Q9XUB2; MEX-5/FITC-TCR2 RNA binding, fluorescence polarization; hits give low values; activity score (negative = inhibition of binding), % at 10 µM; actives 0.38% (n = 300,000);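 active means inhibition past about -25% in most replicates, and total fluorescence under double the plate's negative control median, limit read from the data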;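 further: 0% = DMSO and -100% = 5 µM competing unlabeled TCR2 RNA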
TPT1 inh: C. albicans TPT1 enzyme inhibition. recombinant caTPT1, FP RNA substrate dephosphorylation. inhibition, % at 5 µM. actives 0.81% (n = 300,000);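 active means inhibition above the mean of all tested compounds plus 3 SD, set per screening campaign, cut at about 24% in these data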;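 further: plate controls were DMSO alone for no effect and ferristatin control at 100 nM for full effect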
PME-1 inh: PME-1 (human) inhibition | actives 0.53% (n = 320,000) | AID 2130 | inhibition, % at 5.9 µM | recombinant PME-1, FP-Rh probe fluorescence polarization;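 active means inhibition above the campaign mean of all compounds plus 3 SD, cut at about 26% in these data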;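 further: competitive labeling of PME-1 active site by serine hydrolase directed probe; 0% = PME-1 with DMSO and 100% = wells lacking PME-1 enzyme; inhibitors block probe labeling so polarization falls and inhibition rises; many of its hits are not listed in these tables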
Target sequence (Q9Y570 whole entry, looked up): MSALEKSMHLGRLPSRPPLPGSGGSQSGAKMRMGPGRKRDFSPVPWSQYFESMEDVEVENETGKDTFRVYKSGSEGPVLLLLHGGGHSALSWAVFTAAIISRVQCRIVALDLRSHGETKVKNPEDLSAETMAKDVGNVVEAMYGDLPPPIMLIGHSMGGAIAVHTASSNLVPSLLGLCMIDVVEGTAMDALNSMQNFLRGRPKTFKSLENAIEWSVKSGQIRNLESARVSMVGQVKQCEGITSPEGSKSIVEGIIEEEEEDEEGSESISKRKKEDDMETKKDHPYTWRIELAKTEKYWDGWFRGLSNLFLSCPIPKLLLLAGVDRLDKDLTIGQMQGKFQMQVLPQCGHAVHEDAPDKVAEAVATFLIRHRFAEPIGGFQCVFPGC
GSTO1 inh: blocks human GSTO1 in RBBP9 counter-screen; recombinant GSTO1, activity-based probe fluorescence polarization; actives 1.1% (n = 300,000); inhibition, % at 5.96 µM; P78417; AID 1974;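 active means inhibition above the campaign mean inhibition plus 3 SD, cut at about 35% in these data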;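 further: 0% = GSTO1-1 with DMSO and 100% = wells lacking GSTO1-1 enzyme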
BCLXL inh: Bcl-xL (human) inhibition. GST-Bcl-xL / FITC-Bim BH3 peptide fluorescence polarization. inhibition, % at 10.9 µM. AID 2129. actives 0.7% (n = 320,000). Q07817;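 active means inhibition above the mean of all tested compounds plus 3 SD, cutoff set per campaign, cut at about 30% in these data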;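 further: 0% = DMSO wells and 100% = unlabeled Bim-BH3 peptide competitor; inhibitors lower millipolarization by displacing the labeled peptide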
Target sequence (Q07817 whole entry, looked up): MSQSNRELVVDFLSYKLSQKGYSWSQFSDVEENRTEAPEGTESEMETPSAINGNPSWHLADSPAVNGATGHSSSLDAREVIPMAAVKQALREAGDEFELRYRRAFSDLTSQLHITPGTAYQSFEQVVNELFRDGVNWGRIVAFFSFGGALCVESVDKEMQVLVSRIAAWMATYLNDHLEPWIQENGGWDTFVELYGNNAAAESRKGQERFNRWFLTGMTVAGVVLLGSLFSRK
Starred values were filed as active, the others as inactive.

What do the screens show for `CC(=O)c1cc2c(cc1NC(=O)CN1CCN(c3ccc(F)cc3)CC1)OCO2`?
GLD-1 TGE inh: 8; Fam108B inh: 4; PAD4 inh: 2; MCL1 BIM primary: 6; MEX-5 binding: -1.3; TPT1 inh: -3; PME-1 inh: 2; GSTO1 inh: 17; BCLXL inh: -2

Results for COc1c(C)cc(C(=O)C2CCCN(C(=O)/C=C/c3ccccn3)C2)cc1C (stereo not drawn) ?
GLD-1 TGE inh: 5; Fam108B inh: -4; PAD4 inh: -4; MCL1 BIM primary: -4; MEX-5 binding: 0.7; TPT1 inh: 0; PME-1 inh: 0; GSTO1 inh: 4; BCLXL inh: 4

How did N#C/C(=C\c1cccc([N+](=O)[O-])c1)C(=O)Nc1cccnc1 do in these assays?
GLD-1 TGE inh: 11; Fam108B inh: 1; PAD4 inh: -3; MCL1 BIM primary: -9; MEX-5 binding: 3.1; TPT1 inh: -4; PME-1 inh: -6; GSTO1 inh: -2; BCLXL inh: 2

How did CCOc1cc(CNc2ccc(N3CCCC3)cc2)cc(Cl)c1OC do in these assays?
GLD-1 TGE inh: 8; Fam108B inh: 12; PAD4 inh: -3; MCL1 BIM primary: 25; MEX-5 binding: 0.6; TPT1 inh: 4; PME-1 inh: 8; GSTO1 inh: 70*; BCLXL inh: 20

How did Cc1cccc(OCc2nc(C#N)c(N3CCCC3)o2)c1 do in these assays?
GLD-1 TGE inh: -2; Fam108B inh: -1; PAD4 inh: 3; MCL1 BIM primary: 0; MEX-5 binding: 1.0; TPT1 inh: 0; PME-1 inh: 10; GSTO1 inh: 4; BCLXL inh: 5

Results for COC(=O)CCc1c(C)c(C(=O)c2cc(OC)c(OC)c(OC)c2)c2ccccn12 ?
GLD-1 TGE inh: -4; Fam108B inh: 4; PAD4 inh: 5; MCL1 BIM primary: 0; MEX-5 binding: 3.9; TPT1 inh: 3; PME-1 inh: -1; GSTO1 inh: -2; BCLXL inh: 5

How did CCS(=O)(=O)C1=NSC2=NC(=O)/C(=C\c3ccc(OS(=O)(=O)c4ccccc4)cc3)C(=N)N21 do in these assays?
GLD-1 TGE inh: -5; Fam108B inh: -2; PAD4 inh: -2; MCL1 BIM primary: -8; MEX-5 binding: -1.8; TPT1 inh: 21; PME-1 inh: -9; GSTO1 inh: -16; BCLXL inh: -2

How did COC(=O)c1ccc(OC(=O)CCN2C(=O)C3C4c5ccccc5C(c5ccccc54)C3C2=O)cc1 (stereo not drawn) do in these assays?
GLD-1 TGE inh: 8; Fam108B inh: -6; PAD4 inh: -2; MCL1 BIM primary: 1; MEX-5 binding: -0.3; TPT1 inh: -1; PME-1 inh: -4; GSTO1 inh: -3; BCLXL inh: 4

What do the screens show for `CCOc1ccc(NC(=O)CCc2nnc3ccc(N4CCN(C)CC4)nn23)cc1`?
GLD-1 TGE inh: -6; Fam108B inh: -4; PAD4 inh: -9; MCL1 BIM primary: -10; MEX-5 binding: 3.4; TPT1 inh: 1; PME-1 inh: 0; GSTO1 inh: 2; BCLXL inh: 0

How did CCOC(=O)N/N=C\c1cccc(OC)c1 do in these assays?
GLD-1 TGE inh: 3; Fam108B inh: 4; PAD4 inh: 3; MCL1 BIM primary: 2; MEX-5 binding: -2.3; TPT1 inh: 0; PME-1 inh: -1; GSTO1 inh: -4; BCLXL inh: 2

Results for COc1ccc(NC(=O)COC(=O)[C@@H]2CCCN2C(=O)c2cccs2)cc1 ?
GLD-1 TGE inh: 3; Fam108B inh: 0; PAD4 inh: 3; MCL1 BIM primary: 12; MEX-5 binding: -1.3; TPT1 inh: -1; PME-1 inh: -3; GSTO1 inh: 8; BCLXL inh: 7

What do the screens show for `Cc1nn(-c2ccccc2)c(Cl)c1/C=N/NC(=O)CCNc1n[nH]c(=O)[nH]c1=O`?
GLD-1 TGE inh: 4; Fam108B inh: -5; PAD4 inh: -4; MCL1 BIM primary: 4; MEX-5 binding: -1.4; TPT1 inh: 5; PME-1 inh: 2; GSTO1 inh: 13; BCLXL inh: 3

Results for O=C(NCCO)c1cccc(Cl)c1 ?
GLD-1 TGE inh: 7; Fam108B inh: -4; PAD4 inh: 0; MCL1 BIM primary: 9; MEX-5 binding: 2.5; TPT1 inh: -4; PME-1 inh: 2; GSTO1 inh: 6; BCLXL inh: 4

What do the screens show for `COCCOc1cc(NC(=O)c2ccccc2)c(Cl)cc1Cl`?
GLD-1 TGE inh: -3; Fam108B inh: -2; PAD4 inh: -4; MCL1 BIM primary: 1; MEX-5 binding: -2.8; TPT1 inh: -8; PME-1 inh: -1; GSTO1 inh: -3; BCLXL inh: 3

What do the screens show for `COCCCNc1nc2ccccc2nc1NS(=O)(=O)c1ccccc1`?
GLD-1 TGE inh: 6; Fam108B inh: 1; PAD4 inh: -4; MCL1 BIM primary: 10; MEX-5 binding: -1.8; TPT1 inh: 0; PME-1 inh: 4; GSTO1 inh: -1; BCLXL inh: 2

What do the screens show for `O=C1c2cccnc2C(=O)N1Cc1ccc(S(=O)(=O)NCc2ccco2)s1`?
GLD-1 TGE inh: -5; Fam108B inh: -2; PAD4 inh: 1; MCL1 BIM primary: 2; MEX-5 binding: 1.2; TPT1 inh: 6; PME-1 inh: -2; GSTO1 inh: 7; BCLXL inh: 1

What do the screens show for `CCc1nnc(NC(=O)CC(CN(C)S(=O)(=O)c2ccccc2)c2ccccc2)s1` (stereo not drawn)?
GLD-1 TGE inh: -8; Fam108B inh: 1; PAD4 inh: 2; MCL1 BIM primary: -8; MEX-5 binding: 2.2; TPT1 inh: -3; PME-1 inh: 6; GSTO1 inh: 5; BCLXL inh: -1

What do the screens show for `C=CCNC(=O)CC12CC3CC(C1)CC(CC(=O)NCC=C)(C3)C2`?
GLD-1 TGE inh: -2; Fam108B inh: 1; PAD4 inh: 1; MCL1 BIM primary: -4; MEX-5 binding: 2.3; TPT1 inh: -6; PME-1 inh: 5; GSTO1 inh: 3; BCLXL inh: 0

How did Cc1cc(C)n(S(=O)(=O)c2ccc(Cl)cc2)n1 do in these assays?
GLD-1 TGE inh: -2; Fam108B inh: 1; PAD4 inh: -2; MCL1 BIM primary: 9; MEX-5 binding: -0.4; TPT1 inh: -1; PME-1 inh: 2; GSTO1 inh: 2; BCLXL inh: 5

How did COC(=O)c1cc(Br)c(=O)n(CCN(C(C)C)C(C)C)c1 do in these assays?
GLD-1 TGE inh: 7; Fam108B inh: -4; PAD4 inh: -1; MCL1 BIM primary: -4; MEX-5 binding: 1.4; TPT1 inh: -2; PME-1 inh: -3; GSTO1 inh: -11; BCLXL inh: 1

What do the screens show for `CCCN(CCC)C(=O)c1ccc2c(c1)S(=O)(=O)c1ccccc1C2=O`?
GLD-1 TGE inh: 4; Fam108B inh: -1; PAD4 inh: 4; MCL1 BIM primary: -8; MEX-5 binding: -2.8; TPT1 inh: 0; PME-1 inh: 5; GSTO1 inh: -3; BCLXL inh: -6

How did CC1(C)Cc2c(sc3c2c(N)nc(=S)n3Cc2ccccc2)CO1 do in these assays?
GLD-1 TGE inh: 2; Fam108B inh: -1; PAD4 inh: 3; MCL1 BIM primary: 7; MEX-5 binding: -10; TPT1 inh: 1; PME-1 inh: 0; GSTO1 inh: 2; BCLXL inh: 1

What do the screens show for `Cc1ccc(NC(=O)C2CCN(S(=O)(=O)c3c(C)[nH]c(=O)[nH]c3=O)CC2)cc1`?
GLD-1 TGE inh: 7; Fam108B inh: -4; PAD4 inh: -2; MCL1 BIM primary: 1; MEX-5 binding: -3.6; TPT1 inh: -1; PME-1 inh: 2; GSTO1 inh: -3; BCLXL inh: 11

Results for CCOC(=O)c1c(C2CC2)csc1NC(=O)COC(=O)c1cc(OC)c(OC)cc1[N+](=O)[O-] ?
GLD-1 TGE inh: 3; Fam108B inh: -1; PAD4 inh: -4; MCL1 BIM primary: -12; MEX-5 binding: 3.0; TPT1 inh: 2; PME-1 inh: -5; GSTO1 inh: -3; BCLXL inh: -2

How did O=S(=O)(N/N=C\c1ccc(-c2ccccc2Cl)o1)c1ccccc1 do in these assays?
GLD-1 TGE inh: -6; Fam108B inh: 1; PAD4 inh: 1; MCL1 BIM primary: -3; MEX-5 binding: 2.8; TPT1 inh: 3; PME-1 inh: 1; GSTO1 inh: -2; BCLXL inh: 4

Results for C#Cc1ccc([C@H]2C=C(C(=O)NC3CC3)O[C@@H](OCC)[C@@H]2CCCO)cc1 ?
GLD-1 TGE inh: -3; Fam108B inh: 1; PAD4 inh: 2; MCL1 BIM primary: 10; MEX-5 binding: 1.5; TPT1 inh: -2; PME-1 inh: 1; GSTO1 inh: 2; BCLXL inh: 12

Results for CCOc1cc(/C=N/NC(=O)c2ccc(=O)n(C)c2)ccc1O ?
GLD-1 TGE inh: 0; Fam108B inh: 3; PAD4 inh: -1; MCL1 BIM primary: 0; MEX-5 binding: 0.8; TPT1 inh: -2; PME-1 inh: -4; GSTO1 inh: 9; BCLXL inh: 7

How did O=C(COC(=O)CCc1nc2ccccc2s1)Nc1ccc(S(=O)(=O)N2CCOCC2)cc1 do in these assays?
GLD-1 TGE inh: 2; Fam108B inh: 1; PAD4 inh: 3; MCL1 BIM primary: -5; MEX-5 binding: 2.8; TPT1 inh: 3; PME-1 inh: 4; GSTO1 inh: 4; BCLXL inh: -1

How did C/C(=N\OC(=O)Nc1ccccc1)c1cnn(-c2cc(C(F)(F)F)cc(C)n2)c1C do in these assays?
GLD-1 TGE inh: 2; Fam108B inh: -1; PAD4 inh: 4; MCL1 BIM primary: -2; MEX-5 binding: -0.5; TPT1 inh: -4; PME-1 inh: 1; GSTO1 inh: 1; BCLXL inh: 5

What do the screens show for `CCOC(=O)c1ccc(NC(=O)CSc2nc(NC(=O)c3ccccc3)c3c(C)c(C)oc3n2)cc1`?
GLD-1 TGE inh: 0; Fam108B inh: -28; PAD4 inh: 0; MCL1 BIM primary: -1; MEX-5 binding: -0.2; TPT1 inh: -4; PME-1 inh: -32; GSTO1 inh: -14; BCLXL inh: -2

What do the screens show for `Cc1cc(Nc2ccccc2C(=O)O)n(-c2ccc([N+](=O)[O-])cc2)n1`?
GLD-1 TGE inh: 3; Fam108B inh: 6; PAD4 inh: -1; MCL1 BIM primary: 4; MEX-5 binding: -1.0; TPT1 inh: 0; PME-1 inh: 2; GSTO1 inh: 4; BCLXL inh: 9

What do the screens show for `O=C(Nc1ccc([N+](=O)[O-])cn1)C1CC1`?
GLD-1 TGE inh: -7; Fam108B inh: -1; PAD4 inh: -8; MCL1 BIM primary: -4; MEX-5 binding: 1.7; TPT1 inh: 1; PME-1 inh: 2; GSTO1 inh: 2; BCLXL inh: -2

Results for Nn1c(SCC(=O)NCC2CCCO2)nnc1-c1ccc(OC(F)F)cc1 (stereo not drawn) ?
GLD-1 TGE inh: 5; Fam108B inh: -4; PAD4 inh: 4; MCL1 BIM primary: -1; MEX-5 binding: 1.6; TPT1 inh: 0; PME-1 inh: -4; GSTO1 inh: -11; BCLXL inh: 0

Results for Cc1ccccc1N1CCN(CC(=O)Nc2nc(C)c(C(=O)N(C)C)s2)CC1 ?
GLD-1 TGE inh: -2; Fam108B inh: 4; PAD4 inh: 1; MCL1 BIM primary: 2; MEX-5 binding: -0.9; TPT1 inh: -4; PME-1 inh: 1; GSTO1 inh: 4; BCLXL inh: 1

The list is partial (hit frequency here may not be typical).
